# Y pestis TopoI – Yersinia pestis topoisomerase I inhibitors, primary screen, biochemical, cleavage product accumulation, plate reader, single point; activity, % at 10 µM; DNA topoisomerase I (Yersinia pestis CO92); 360,000 tested, 0.064% active; Y. pestis Topo-I cleavage product accumulation; in the data active = activity above about 50%, passing the limit was not always enough; also: inactives centre near 2
# CCHFV vOTU inh – CCHFV vOTU protease inhibitors, primary screen, biochemical, Pep-AMC substrate, fluorescence; inhibition, % at 11.5 µM; 370,000 tested, 0.55% active; Crimean-Congo hemorrhagic fever virus L polyprotein viral ovarian tumor (vOTU) protease …; in the data active = inhibition above about 30%; also: 0% = vehicle wells with enzyme and 100% = no enzyme wells
# TcdB GH inh – TcdB glycohydrolase inhibitors, primary screen, biochemical, single point, plate reader; Toxin B (Clostridioides difficile), P18177; TcdB glycohydrolase enzymatic assay; inhibition, % at 9.99 µM; 350,000 tested, 0.24% active; in the data active = inhibition above about 10%
# VHR inh abs – VHR1 phosphatase inhibitors, primary screen, biochemical, absorbance, uHTS; Dual specificity protein phosphatase 3 (Homo sapiens), P51452; recombinant VHR phosphatase, pNPP absorbance; inhibition, % at 13.3 µM; 290,000 tested, 0.52% active; in the data active = inhibition above about 50%; also: some compounds called inactive have numbers as strong as hits
# Target sequence (P51452 whole entry, looked up): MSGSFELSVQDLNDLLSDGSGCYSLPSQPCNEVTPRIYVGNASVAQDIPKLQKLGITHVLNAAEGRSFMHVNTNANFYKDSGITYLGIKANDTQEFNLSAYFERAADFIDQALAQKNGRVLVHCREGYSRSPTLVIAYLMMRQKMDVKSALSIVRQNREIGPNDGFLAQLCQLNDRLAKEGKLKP
# BoNT A protease – BoNT/A light chain protease inhibitors, primary screen, biochemical, flow cytometry, MLPCN library. Botulinum neurotoxin type A light chain protease (Clostridium botulinum A str. ATCC 3502). multiplex microsphere protease substrate cleavage. inhibition, % at 10 µM. 360,000 tested, 0.17% active. AID 588499, 2011; also: plate controls were buffer without enzyme for full effect and enzyme alone for no effect
# 3CLpro inhibitor – SARS-CoV 3CLpro protease inhibitors, primary screen, biochemical, quenched FRET | Replicase polyprotein 1ab (Severe acute respiratory syndrome coronavirus), P0C6X7 | recombinant SARS-CoV 3CLpro, quenched FRET peptide cleavage | inhibition, % at 6 µM | 290,000 tested, 0.14% active; in the data active = inhibition above about 12%
# Vc quorum ag – inducers of Vibrio cholerae quorum light production without autoinducers, primary screen, BH1578 luxS cqsA deficient, single point. V. cholerae BH1578 lux reporter, luminescence, 6 h. activation, % at 18.7 µM. 350,000 tested, 0.16% active; in the data active = activation mostly above about 9.7%, no sharp cut-off; also: not every result past the cut was called active; inactives centre near 0; reference of the scale not given here
# PfHsp40 yeast – rescue of yeast from PfHsp40 toxicity, primary screen, S. cerevisiae, ATP luminescence; S. cerevisiae expressing PfHsp40, growth rescue; growth rescue, % at 12.5 µM; 340,000 tested, 0.68% active; AID 504582, 2011; in the data active = growth rescue above about 28%, passing the limit was not always enough;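 also: yeast W303a lacking pdr1 and pdr3 grown in galactose medium; growth measured after three days at 30 °C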
# Anthrax LF inh2 – Bacillus anthracis LF protease inhibitors, primary screen, biochemical, multiplex microsphere, MLPCN library | multiplex microsphere protease cleavage assay | 360,000 tested, 0.12% active | AID 588501, 2011 | Lethal factor (Bacillus anthracis), P15917 | inhibition, % at 10 µM; also: plate controls were buffer without enzyme for full effect and enzyme alone for no effect
# Target sequence (P15917 whole entry, looked up): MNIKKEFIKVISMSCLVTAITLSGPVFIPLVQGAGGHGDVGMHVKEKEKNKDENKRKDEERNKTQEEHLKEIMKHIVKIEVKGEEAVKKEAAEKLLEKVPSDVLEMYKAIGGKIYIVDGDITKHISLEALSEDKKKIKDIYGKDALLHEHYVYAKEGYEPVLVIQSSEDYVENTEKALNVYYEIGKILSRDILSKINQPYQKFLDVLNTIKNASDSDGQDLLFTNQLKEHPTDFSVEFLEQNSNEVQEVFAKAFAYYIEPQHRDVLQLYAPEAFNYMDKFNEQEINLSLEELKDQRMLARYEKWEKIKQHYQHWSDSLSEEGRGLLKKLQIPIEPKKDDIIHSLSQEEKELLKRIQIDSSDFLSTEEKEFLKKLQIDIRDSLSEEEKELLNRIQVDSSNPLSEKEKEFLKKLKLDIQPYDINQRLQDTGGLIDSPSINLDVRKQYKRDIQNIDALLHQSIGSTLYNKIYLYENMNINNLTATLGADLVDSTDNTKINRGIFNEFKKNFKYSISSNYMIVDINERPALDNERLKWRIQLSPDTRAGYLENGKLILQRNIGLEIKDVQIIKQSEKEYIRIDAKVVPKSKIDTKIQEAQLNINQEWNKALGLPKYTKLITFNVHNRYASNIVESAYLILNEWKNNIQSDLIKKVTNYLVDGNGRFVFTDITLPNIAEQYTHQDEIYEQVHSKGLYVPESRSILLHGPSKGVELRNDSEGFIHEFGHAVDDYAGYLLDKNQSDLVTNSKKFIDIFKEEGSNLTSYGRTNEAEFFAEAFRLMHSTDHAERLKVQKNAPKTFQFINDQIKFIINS
# SSB-PriA inh – inhibitors of Klebsiella pneumoniae PriA binding to SSB C-terminal tail, primary screen, biochemical, AlphaScreen; PriA–SSB C-terminal tail interaction (Klebsiella pneumoniae); AlphaScreen SSBct-PriA binding, biotinylated peptide; inhibition, % at 33 µM; 430,000 tested, 0.6% active; AID 1272365, 2023; in the data active = inhibition mostly above about 37%, no sharp cut-off; inactive = mostly below about 20%;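 also: plate controls were negative control peptide for no effect and reference peptide for full effect; strong numbers were not always called active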
# Numbers without * were called inactive; i = inactive; . = no result given; & = joins results of further samples; ! = repeats disagree. Rule as the data show it, unless noted: active = inhibition above about 30%; inconclusive = no clear call, values can overlap the other calls; inactive = below that.
# A first look (two entries):
# Values run as follows: Y pestis TopoI, CCHFV vOTU inh, TcdB GH inh, VHR inh abs, BoNT A protease, 3CLpro inhibitor, Vc quorum ag, PfHsp40 yeast, Anthrax LF inh2, SSB-PriA inh
- Cc1nnc(SCC(=O)Nc2nccs2)n(N)c1=O
    1, 0, 1.1, 26, -0.8, 0, i, -1.4, -1, -4&-2
- COc1ccc(NC(=O)C2(C)Cc3c(-c4ccc(N(C)C)cc4)ccnc3O2)cc1 (configuration not stated)
    31, -12, 0.8, ., -0.7, ., 0.8, ., 2, .

# Results (from the top)
# Values run as follows: Y pestis TopoI, CCHFV vOTU inh, TcdB GH inh, VHR inh abs, BoNT A protease, 3CLpro inhibitor, Vc quorum ag, PfHsp40 yeast, Anthrax LF inh2, SSB-PriA inh
- Cc1nnc(SCC(=O)Nc2nccs2)n(N)c1=O
    1, 0, 1.1, 26, -0.8, 0, i, -1.4, -1, -4&-2
- COc1ccc(NC(=O)C2(C)Cc3c(-c4ccc(N(C)C)cc4)ccnc3O2)cc1 (configuration not stated)
    31, -12, 0.8, ., -0.7, ., 0.8, ., 2, .
- O=C(NCC(c1ccco1)N1CCCC1)c1cc2cc(Cl)ccc2o1 (configuration not stated)
    10, -9, 1.4, ., 6.2, ., i, -0.8, -4, -5
- Cc1ccc(S(=O)(=O)N(C)c2ccccc2C(=O)Nc2c(F)cccc2F)cc1
    6, 8, 0.7, 25, 4.2, 0, 2.1, 0.3, 10, -1
- NC(=NC1CCCCC1)c1ccc([N+](=O)[O-])cc1
    -2, 5, ., 6, -1.1, -1, i, 1.2, -1, -9
- S=C(NCCCN1CCN(CCCNC(=S)NC2CCCCC2)CC1)NC1CCCCC1
    -6, 5, 0.6, ., -3.6, ., -0.9, -0.6, -4, 11
- NCCc1ccc(O)c(O)c1
    -8, 2, -3.5, 9, -0.9, 1, 8.3, 21, -11, 5
- C/C(CC(=O)Nc1ccc2c(c1)OCCO2)=N\NC(=O)c1ccccn1
    5, 4, -1.6, 20, -0.5, 3, i, -1.5, -2, .
- COc1ccc(NC(=O)C2Cc3c(-c4cccc(C(N)=O)c4)ccnc3O2)cc1 (configuration not stated)
    5, 2, 1.7, ., 0.0, ., 0.3, ., 2, .
- Cc1cccc(N2CCN(Cc3cc(=O)n4ccsc4n3)CC2)c1C
    14, 4, ., 45, 0.5, -1, 0.2, 0.4, 0, -3
- O=C(Nc1ccccc1C(=O)N/N=C/c1ccco1)c1ccc(Cl)cc1
    2, 7, 0.6, 7, -0.1, 2, 2.5, 0.1, 0, .
- Cc1ccc(-n2nc3c(=O)n(C(C)C(=O)NCc4ccccc4Cl)nc(C)c3c2C)cc1 (configuration not stated)
    0, 13, 1.2, 18, -0.4, -2, 0.7, 0.8, -2, -3
- COc1ccc(CSc2nc(C)cc(C)c2S(C)(=O)=O)cc1
    28, 7, 1.9, 17, -1.0, 10, -0.8, -0.1, -1, -7
- Cc1onc(-c2ccccc2)c1CNS(=O)(=O)c1ccccc1[N+](=O)[O-]
    15, -5, 2.4, -4, -3.4, 1, -0.4, -1.9, -13, 4
- O=[N+]([O-])c1cc(S(=O)(=O)Nc2cccc(Cl)c2)ccc1N/N=C/c1ccc(N2CCOCC2)cc1
    -8, 18, 0.5, -12, -0.8, 2, i, -0.3, -9, i
- CN(C)CCN(C(=O)c1ccc2ccccc2c1)c1nc2c(F)cc(F)cc2s1
    16, 9, -0.3, -12, -2.6, -4, 1.1, 0.1, -2, 37*!
- CCOC(=O)C1=C(COc2ccc(C)cc2)NC(=O)NC1c1cc(C)ccc1C (configuration not stated)
    10, -12, ., 9, 0.1, -2, -0.3, -0.9, -2, 2
- COC(=O)C(C(C)C)N(Cc1cc(OC)cc(OC)c1)S(=O)(=O)CCl (configuration not stated)
    14, 8, 2.1, ., 0.2, ., -0.6, -0.8, -3, 0
- O=C1C(Cc2ccc(F)cc2)SC(=Nc2ccccc2)N1c1ccccc1 (configuration not stated)
    10, -8, ., -8, -1.5, -1, -0.6, 2.2, -1, -34
- CCN(CC)S(=O)(=O)c1ccc(OCC2CCCCO2)c([N+](=O)[O-])c1 (configuration not stated)
    5, 7, 1.9, 6, -0.6, 3, -0.2, 0.1, 2, 2
- CCOC(CCn1ccc(O)c(Cc2ccc(Cl)cc2)c1=O)OCC
    -6, -3, -0.9, -5, -0.3, 0, -0.3, 1.6, -1, -3
- CN1C(=O)C2ON(c3ccccc3)C(c3cccs3)C2C1=O (configuration not stated)
    -4, 6, ., 6, 0.1, 3, -7.7, -0.2, -4, 10
- COc1ccc(-c2nc(CS(=O)(=O)CC(=O)NCc3cccc(OC)c3OC)c(C)o2)cc1
    29, 6, -0.9, 33, -1.4, -3, -0.6, 1.4, -10, 1
- COc1ccc(-c2cc(C(F)(F)F)n3nc(C(=O)NCCCn4ccnc4)cc3n2)cc1
    8, -34, ., -12, 0.4, -3, 0.5, -0.1, 0, 7
- Cc1ccc(C)c(Nc2ncnc(N)c2[N+](=O)[O-])c1
    6, -12, ., 8, -0.7, 2, -0.3, -0.5, 0, -20
- CCS(=O)(=O)c1ccc(O)c(NC(=O)CCCC(=O)O)c1
    2, 3, 1.5, 12, ., 2, i, 0.1, ., -15
- C/C(=C\C(=O)c1ccc(C)o1)Nc1ccc(C(=O)O)cc1C
    4, -9, ., 6, -0.5, 0, -0.4, -0.1, -8, .
- O=C(NC1CCCCC1)c1cc([N+](=O)[O-])ccc1N1CCCC1
    1, 5, 0.3, 40, -1.5, 0, ., -2.0, -4, 12
- COc1ccc(NC(=O)C2Cc3c(-c4ccccc4)ccnc3O2)cc1OC (configuration not stated)
    2, ., ., ., -0.1, ., -0.4, ., 2, .
- Cc1n[nH]c(=O)c2c(NC(=O)COC(=O)COc3cccc(Br)c3)oc(C)c12
    -3, -8, -1.1, ., -0.5, ., -1.5, 0.3, 6, -9
- Cc1ccc(S(=O)(=O)Cn2nnnc2CN(Cc2ccco2)CC2CCCO2)cc1 (configuration not stated)
    9, 3, ., 2, 0.1, 2, 1.3, -1.3, -5, -19
- O=C(C1=C[C@@H](c2ccc(C(F)(F)F)cc2)C[C@@H](OCCCCO)O1)N1CCN(Cc2ccccc2)CC1
    0, 17, 0.4, 21, 0.3, 3, i, -1.3, -5, -12
- Cc1ccc(S(=O)(=O)N2CCOCC2)cc1C(=O)Nc1ccncc1
    -3, 1, 0.8, ., 3.6, ., i, -0.8, 2, -11
- O=C(CSc1nc2ccccc2nc1N1CCCCC1)N1CCN(c2ccccc2)CC1
    41, 7, -0.5, 2, 1.3, -1, -0.3, 0.7, 5, -11
- O=C1CCc2cc(NS(=O)(=O)c3ccc(Br)cc3)cc3c2N1CC3
    9, 5, 2.7, ., 0.0, ., 12, -0.3, -1, 0
- CCOc1cc(/C=C(\C#N)c2nc(-c3cccs3)c(NC(C)=O)s2)ccc1O
    -3, 11, ., 4, 22, -2, 0.3, 0.2, 15, 1&-4
- COc1ccc2c(c1)OC[C@H]1[C@H]2N2C(=O)c3ccccc3NC(=O)[C@@]2(C)[C@H]1c1ccccc1
    20, 13, 0.9, ., 0.5, ., -2.1, 5.4, 3, 19
- O=[N+]([O-])c1ccc(OCc2cccc(COc3ccc([N+](=O)[O-])cc3)n2)cc1
    -1, 7, ., -4, -0.3, 3, i, -0.1, 2, -12
- CC1=C(C(=O)N2CCCCCC2)CC(CC(=O)NCCc2ccccn2)C(=O)N1Cc1ccc(C(C)(C)C)cc1 (configuration not stated)
    ., 11, 0.6, ., 0.1, ., ., ., -8, .
- COc1ccc(C2=NOC(CNC(=O)c3ccccc3Br)C2)c(OC)c1 (configuration not stated)
    -8, -3, 0.3, 24, 1.0, -1, -0.4, 0.2, 6, -7

# (list continues)
mol | Y pestis TopoI | CCHFV vOTU inh | TcdB GH inh | VHR inh abs | BoNT A protease | 3CLpro inhibitor | Vc quorum ag | PfHsp40 yeast | Anthrax LF inh2 | SSB-PriA inh
O=C1NC(=Nc2ccccc2Cl)S/C1=C\c1cc([N+](=O)[O-])ccc1O | 2 | 12 | -2.5 | 8 | -6.0 | 5 | -0.3 | 0.5 | -8 | 3
O=C(NC(=S)Nc1ccc(N2CCOCC2)c(Cl)c1)C(c1ccccc1)c1ccccc1 | 5 | 12 | . | 6 | -0.2 | 1 | -0.3 | -0.8 | -3 | -3
Cc1cnc(C(=O)OCC(=O)N2CCN(S(=O)(=O)c3ccc(Cl)cc3)CC2)cn1 | 10 | -5 | 0.2 | . | -1.9 | . | -5.3 | -0.3 | -2 | -5
CCCC1S/C(=N/N=C/c2ccc(OC)cc2)N(Cc2ccc(OC)cc2)C1=O (configuration not stated) | 3 | -6 | . | 23 | 0.2 | -3 | -0.3 | 1.0 | -11 | .
O=C(Nc1nnc(C2CC2)s1)c1ccncc1 | -5 | 15 | . | 3 | 0.9 | -6 | i | -0.2 | 1 | -22
Cc1noc(C)c1CSc1nnc2sc3ccccc3n12 | -5 | -9 | . | 16 | -0.3 | 4 | i | -0.2 | 10 | 22&-2
S=C(NCc1ccccc1)Nc1ccc(Cl)cc1 | 4 | 0 | 0.6 | -10 | -0.7 | 8 | -0.1 | 0.6 | -6 | -11
Cc1nn2cc(-c3ccc(-c4ccccc4)cc3)nc2s1 | 3 | -11 | . | 0 | 0.2 | 0 | i | 0.2 | 10 | -12
CCn1c(NC(=O)c2ccccc2F)c(-c2cccs2)c(=O)c2ccccc21 | 1 | -8 | 1.0 | 1 | -0.3 | 4 | 1.4 | 0.5 | 7 | -7
O=C1CCCc2ccccc2N1Cc1c(Cl)cccc1Cl | 4 | 4 | . | -11 | -0.2 | -1 | -0.8 | 1.6 | -3 | -10
CNc1c([N+](=O)[O-])cnn1-c1ccc(C)cc1 | -8 | 8 | . | 17 | -0.8 | -4 | -11 | -0.4 | -7 | 10
CC1=NN(Cc2ccccc2)C(=O)/C1=C\c1ccc(N(C)C)cc1 | 2 | 8 | . | 5 | 0.4 | 2 | -3.4 | 1.7 | -8 | 5
CCOc1cccc(NC(=O)CSc2nc(C)c3c(c2C#N)CCCC3)c1 | 1 | -8 | . | 21 | -1.0 | -2 | -0.3 | -1.4 | -3 | -14

# 5 compounds picked at random from those above, as already listed:
mol | Y pestis TopoI | CCHFV vOTU inh | TcdB GH inh | VHR inh abs | BoNT A protease | 3CLpro inhibitor | Vc quorum ag | PfHsp40 yeast | Anthrax LF inh2 | SSB-PriA inh
CNc1c([N+](=O)[O-])cnn1-c1ccc(C)cc1 | -8 | 8 | . | 17 | -0.8 | -4 | -11 | -0.4 | -7 | 10
CCOc1cccc(NC(=O)CSc2nc(C)c3c(c2C#N)CCCC3)c1 | 1 | -8 | . | 21 | -1.0 | -2 | -0.3 | -1.4 | -3 | -14
CCn1c(NC(=O)c2ccccc2F)c(-c2cccs2)c(=O)c2ccccc21 | 1 | -8 | 1.0 | 1 | -0.3 | 4 | 1.4 | 0.5 | 7 | -7
CCCC1S/C(=N/N=C/c2ccc(OC)cc2)N(Cc2ccc(OC)cc2)C1=O (configuration not stated) | 3 | -6 | . | 23 | 0.2 | -3 | -0.3 | 1.0 | -11 | .
O=C1CCCc2ccccc2N1Cc1c(Cl)cccc1Cl | 4 | 4 | . | -11 | -0.2 | -1 | -0.8 | 1.6 | -3 | -10

# High-throughput results as filed in PubChem.

# These rows are one share of the data, so the mix of outcomes need not match the whole.
